High-throughput results as filed in PubChem.
TRPC6 act: activates the mouse TRPC6 cation channel | HEK293-TRPC6 membrane potential dye fluorescence; active compounds read high | B-score at 10 µM | Q61143 | hit rate 0.13% among 310,000;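 active = B-score of the integrated fluorescence ratio above library mean plus 3 SD, and starting fluorescence ratio within library mean plus 5 SD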;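 note: higher score means more depolarization so channel activation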
TMEM16A act: mouse TMEM16A channel activation, primary screen | B-score at 10 µM | HEK293 TMEM16A/YFP-H148Q/I152L, iodide quench fluorescence; active compounds read low | hit rate 0.3% among 340,000;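 active = fluorescence-ratio B-score plate-corrected deviation score at least 3 library SD below zero, with starting fluorescence score within 5 deviations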;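 note: channel opened by trigger with iodide after compound preincubation; score built on the fluorescence ratio of max minus min over baseline; more negative score means more quench and so TMEM16A activation or potentiation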
RGS4 block: human RGS4 inhibition | B-score at 10 µM | hit rate 0.45% among 310,000 | HEK293 M3R/RGS4 inducible, Fluo-4 calcium flux; active compounds read high; triggered by carbachol at its EC20;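 active = B-score, a plate-corrected calcium signal, over three deviations above library mean, with baseline fluorescence within five deviations of library mean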;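 note: RGS4 expression induced by doxycycline in cells with stable M3 receptor; B-score is computed from the integrated fluorescence ratio over baseline after carbachol; higher B-score means a larger calcium signal and so more RGS4 inhibition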
Target sequence (P49798 whole entry, looked up): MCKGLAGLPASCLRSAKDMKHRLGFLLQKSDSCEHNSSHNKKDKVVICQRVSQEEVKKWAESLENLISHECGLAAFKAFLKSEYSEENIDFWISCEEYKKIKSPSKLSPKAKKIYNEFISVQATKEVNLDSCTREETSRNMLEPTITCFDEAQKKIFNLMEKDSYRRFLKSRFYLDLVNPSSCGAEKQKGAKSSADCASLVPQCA
TMEM16A inh: blocks the mouse calcium-activated chloride channel TMEM16A; HEK293 TMEM16A/YFP iodide influx fluorescence, ionomycin; normalized B-score (activity score, 25-100; higher = stronger inhibition) at 10 µM; hit rate 1.2% among 310,000; AID 588511; Q8BHY3;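 active = ratio plate-corrected score three or more library SD toward inhibition, starting fluorescence score within five deviations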;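 note: score derived from kinetic fluorescence span divided by baseline fluorescence per well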
SKKanGAS inh: inhibitors of SKKanGAS S. pyogenes growth in kanamycin (SK-promoter or general growth effect) | BacTiter-Glo, 6 h | inhibition, % at 7.5 µM | hit rate 1.3% among 300,000;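 active = mean replicate score, as percent of positive control median, at least 50; inconclusive = mean below 50 but one replicate at or above 50; inactive = mean and every replicate below 50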;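 note: strain carries kanamycin resistance gene driven by streptokinase promoter and grows in 40 µg/ml kanamycin; loss of luminescence reflects streptokinase promoter inhibition or plain growth inhibition; 0% = median of DMSO wells and 100% = positive control at its reference dose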
MrgX1 agonist: agonists of human MrgX1 receptor; AID 588627; B-score at 10 µM; hit rate 0.44% among 310,000; Q96LB2; MrgX1-HEK293 cells, Fluo-4 calcium fluorescence, agonist mode; active compounds read high;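 active = calcium response B-score plate-corrected fluorescence ratio at least 3 library SD, with starting fluorescence B-score inside 5 SD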
Target sequence (Q96LB2 whole entry, looked up): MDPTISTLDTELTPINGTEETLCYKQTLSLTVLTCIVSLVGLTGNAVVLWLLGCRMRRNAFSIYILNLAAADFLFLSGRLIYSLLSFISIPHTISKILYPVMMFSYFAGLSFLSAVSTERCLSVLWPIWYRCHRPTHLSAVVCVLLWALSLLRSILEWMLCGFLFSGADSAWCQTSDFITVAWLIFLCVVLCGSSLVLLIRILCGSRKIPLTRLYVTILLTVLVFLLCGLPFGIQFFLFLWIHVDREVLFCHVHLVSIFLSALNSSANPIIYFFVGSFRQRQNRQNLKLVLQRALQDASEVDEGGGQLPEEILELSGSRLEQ
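Material: MrgX1-expressing HEK293 cells; input: 15,000 cells per well; doses: test compound given as first of three sequential additions; schedule: overnight plating before 1 h dye loading; technique: Fluo-4 NW calcium-flux fluorescence, kinetic read; evaluation: baseline-normalised fluorescence change ratio, B-scored; control set: plate-wise positive and negative controls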
RGS4 pot: RGS4 potentiation or activation. B-score at 10 µM. HEK293 M3R/inducible RGS4, carbachol calcium flux Fluo4; active compounds read low. hit rate 0.92% among 310,000;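 active = B-score of the integrated calcium signal more than 4 SD below the library mean, with starting fluorescence not abnormally high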;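 note: negative B-score means reduced calcium response which marks RGS4 activation or potentiation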
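Detection: kinetic calcium fluorescence imaging with Fluo4-AM dye, 2 µM / Material: HEK293 cells with stable M3R and inducible RGS4 / Schedule: recording 10 s baseline at 1 Hz, 100 s post-agonist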
TRPC6 inhibitor: inhibitors of mouse TRPC6 channel. Q61143. HEK293-TRPC6, membrane potential dye, ACh-evoked depolarization; active compounds read low. B-score at 10 µM. hit rate 1.1% among 310,000. AID 2553;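 active = B-score under library mean minus 3 SD, initial fluorescence not abnormally high, positive integrated signal ratio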;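 note: B-score derived from integrated fluorescence ratio over the kinetic read; more negative B-score means stronger inhibition of depolarization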
MrgX1 antagonist: blocks BAM8-22 activation of human MrgX1 receptor; MRGX1-HEK293 calcium flux, Fluo-4, BAM8-22 antagonism; active compounds read low; B-score at 10 µM; hit rate 1.3% among 310,000;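 active = calcium-response B-score plate-corrected more than 3 library SD below zero, starting fluorescence within 5 deviations, no agonist response on first addition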;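 note: peak minus trough fluorescence over baseline after final BAM8-22 challenge near maximal dose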
MrgX1 PAM: human MrgX1 positive allosteric modulation, primary screen. Q96LB2. MrgX1-HEK293, Fluo-4 calcium flux, FDSS; active compounds read high. B-score at 10 µM. hit rate 0.63% among 310,000;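 active = plate-corrected calcium response at least 3 library SD above typical, normal starting fluorescence, not activating the receptor alone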;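 note: compound read alongside a low EC10 to EC30 dose of BAM8-22 agonist; peak minus trough fluorescence over baseline measured at the second addition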
HDAC3 inh: human HDAC3 inhibition. O15379. recombinant HDAC3, fluorogenic peptide/trypsin coupled, fluorescence. inhibition, % at 8.3 µM. hit rate 0.15% among 320,000; in the data active = inhibition above about 26%, passing the limit was not always enough; inconclusive = no clear call, values can overlap the other calls
Target sequence (O15379 whole entry, looked up): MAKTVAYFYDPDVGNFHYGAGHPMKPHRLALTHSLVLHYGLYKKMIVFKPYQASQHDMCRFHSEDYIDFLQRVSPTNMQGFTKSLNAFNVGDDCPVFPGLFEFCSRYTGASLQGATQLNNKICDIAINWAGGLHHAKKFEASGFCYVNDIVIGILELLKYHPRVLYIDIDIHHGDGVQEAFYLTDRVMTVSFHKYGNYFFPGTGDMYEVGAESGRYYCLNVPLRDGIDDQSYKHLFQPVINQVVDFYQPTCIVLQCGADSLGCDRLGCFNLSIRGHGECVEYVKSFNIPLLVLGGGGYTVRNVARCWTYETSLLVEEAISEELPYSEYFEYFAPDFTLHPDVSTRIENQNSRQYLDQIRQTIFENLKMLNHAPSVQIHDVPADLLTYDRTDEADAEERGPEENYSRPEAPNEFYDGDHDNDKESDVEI
* hit, by the source's call; i = inactive; ? = inconclusive; nt = no result given. Rows were taken by chance; any-hit rate near 6.7%.

SMILES	TRPC6 act	TMEM16A act	RGS4 block	TMEM16A inh	SKKanGAS inh	MrgX1 agonist	RGS4 pot	TRPC6 inhibitor	MrgX1 antagonist	MrgX1 PAM	HDAC3 inh
CC(C)CC(=O)Nc1ccc(-c2nnn(CC(=O)NCc3ccco3)n2)cc1	i	i	i	i	7	i	i	i	i	i	?
O=C(O)C1CCc2sc3[nH]c(=S)n(-c4ccccc4)c(=O)c3c21 (stereo not drawn)	i	i	i	i	8	i	i	i	i	i	9
COc1ccc(-c2nc3n(n2)C(c2cccnc2)C(C(N)=O)=C(C)N3)cc1 (stereo not drawn)	i	i	i	i	-1	i	i	i	i	i	2
O=C(NC(=S)NCc1ccccc1)c1ccccc1Br	i	i	i	i	5	i	i	i	i	i	-5
Cc1cnc(NC(=O)CSc2nnc(N)s2)s1	i	i	i	i	-1	i	i	i	i	i	-6
O=C(Nc1ccc(Cl)cn1)C1CCCN1S(=O)(=O)c1ccccc1 (stereo not drawn)	i	i	i	i	-6	i	i	i	i	i	-5
Cc1cc(C)n2cc(CSc3ncccc3C(=O)O)nc2n1	i	i	i	i	-4	i	i	i	i	i	-34
COc1c[nH]n(-c2ccccc2)c(=O)c1=O	i	i	i	i	-3	i	i	i	i	i	-6
COc1ccc2ccccc2c1CNCCN1CCOCC1	i	i	i	i	-6	i	i	i	i	i	-1
O=C(O)c1ccc2nc(CO)[nH]c2c1	i	i	i	i	-2	i	i	i	i	i	1
Cc1ccccc1Cn1nc(C)c(NC(=O)c2nc3n(n2)C(C(F)F)CC(C)N3)c1C (stereo not drawn)	i	i	i	i	-3	i	i	i	i	i	-1
C=C1CCC[C@]2(C)C[C@H]3OC(=O)C(CN4CC(C)OC(C)C4)[C@H]3C[C@@H]12 (stereo partly drawn)	i	i	i	i	-5	i	i	i	i	i	3
O=C(NCc1ccccc1)C1=C[C@@H](C2CCCCC2)C[C@@H](OCCCCO)O1	i	i	i	i	22	i	i	i	i	i	7
COc1ccc(NC(=O)N2CCCC2C(=O)Nc2cccc(C)c2C)cc1 (stereo not drawn)	i	i	i	i	10	i	i	i	i	i	?
O=C(O)C(Cc1ccccc1-c1ccccc1)C(=O)O	i	i	i	i	-5	i	i	i	i	i	3
Cc1ccc(OCC(=O)N/N=C\c2ccc(O)c([N+](=O)[O-])c2)c([N+](=O)[O-])c1	i	i	i	i	-3	i	i	i	i	i	0
COc1ccc(CCNC(=O)c2cc(-c3ccc(C)cc3O)n[nH]2)cc1OC	i	i	i	i	-4	i	i	i	i	i	-14
CC(C)CNC(=O)c1cccc(NC(=O)C(C)C)c1	i	i	i	i	-1	i	i	i	i	i	-6
CC(C)(C)c1n[nH]c(=S)n(/N=C/c2cccs2)c1=O	i	i	i	i	5	i	i	i	i	i	-2
CCOc1ccc(NC(=O)C2CC(=O)N(CC)C(=Nc3ccc4c(c3)OCO4)S2)cc1 (stereo not drawn)	i	i	i	i	-1	i	i	i	i	i	-3
COc1ccc(CNC(=O)CNS(=O)(=O)c2ccc(Cl)cc2)cc1	i	i	i	i	-4	i	i	i	i	i	2
Cc1ccc(S(=O)(=O)N2CCN(C)CC2)cc1C(=O)NC1CCCCC1	i	i	i	i	12	i	i	i	i	i	-3
CCCCCCOC(=O)/C=C/c1c(C)[nH]c(=O)[nH]c1=O	i	i	i	i	86*	i	i	i	i	i	3
Cc1ccc(CNCCCSc2nc(C)cc(C)n2)cc1	i	i	i	i	2	i	i	i	i	i	-1
COc1ccc(-c2ncn(CCC#N)c2[N+](=O)[O-])cc1	i	i	i	i	97*	i	i	i	i	i	3
CC(C)(C)NCC(O)COCc1ccc(Cl)cc1 (stereo not drawn)	i	i	i	i	-3	i	i	i	i	i	-7
O=C(CSc1nnc(Cn2nnc(-c3ccccc3)n2)n1-c1ccccc1)Nc1ccc(F)cc1	i	i	i	i	7	i	i	i	i	i	3
CNS(=O)(=O)c1ccc(CCC(=O)N2CCOCC2)cc1	i	i	i	i	2	i	i	i	i	i	6
CCCCc1nc2ccccc2c(=O)n1NC(=O)c1c(O)c2ccccc2n(C)c1=O	i	i	i	i	nt	i	i	i	-5.8*	i	-7
COc1cccc(CN2CCNC(=O)C2CC(=O)N(C)CC2CCOCC2)c1 (stereo not drawn)	i	i	i	i	11	i	i	i	i	i	-2
Cc1ccc(C(=O)Nc2cccc([N+](=O)[O-])c2)cc1S(=O)(=O)Nc1ccc(NC(=O)c2ccccc2)cc1	i	i	i	i	23	i	i	i	i	i	-5
O=C(CN(C(=O)CNC(=O)c1cccs1)c1ccc(F)cc1)NC1CCCC1	i	i	i	i	3	i	i	i	i	i	-2
COc1ccc(-n2c(SCC(=O)Nc3ccc(C(N)=O)cc3)nc3c([nH]c4ccccc43)c2=O)cc1OC	i	i	i	i	9	i	i	i	i	i	-4
Cc1cc(C)n2nc(/C(C#N)=C/c3ccccn3)c(C#N)c2n1	i	i	i	i	4	i	i	i	i	i	1
Cc1ccc(CNC(=O)c2ccc(Br)o2)cc1	i	i	i	i	3	i	i	i	i	i	0
Fc1ccc(NCc2nnc(SCc3nnc(-c4ccccc4)o3)n2CC2CCCO2)cc1 (stereo not drawn)	i	i	i	i	-1	i	i	i	i	i	-1
CCOC(=O)COc1ccc(S(=O)(=O)Nc2ccc3c(c2)OCO3)cc1	i	i	i	i	-2	i	-8.5*	i	i	i	13
CCC(=O)c1ccc(OCc2ccc(C(=O)c3ccccc3)cc2)cc1	i	i	i	i	9	i	i	i	i	i	-5
COc1ccc(C(=O)Nc2ccc(NC(=O)c3cc(OC)c(OC)c(OC)c3)cn2)cc1	i	i	i	i	0	i	i	i	i	i	-6
O=C(Cn1cnc2c(cnn2-c2ccc(F)cc2)c1=O)N1CCCc2ccccc21	i	i	i	i	-17	i	i	i	i	i	3
CC(=O)/C(=C/c1ccccc1)C(=O)Nc1ccccc1C	i	i	28*	i	-22	i	i	i	i	i	6
O=C(CCCc1nc2ccccc2s1)Nc1nccs1	i	i	i	i	14	i	i	i	i	i	-8
CC12CCC(C(=O)NCCCn3ccnc3)(OC1=O)C2(C)C (stereo not drawn)	i	i	i	i	-3	i	i	i	i	i	4
CC1Oc2ccccc2C=C1/C=N\NC(=O)c1cccnc1 (stereo not drawn)	i	i	i	i	4	i	i	i	i	i	1
CC1CCCCC1NC(=O)c1ccc(CNc2c(N3CCCC3)c(=O)c2=O)cc1 (stereo not drawn)	i	i	i	i	-3	i	i	i	i	i	4
Cc1nc(CNC(=O)c2cc(COc3c(F)cccc3F)on2)cs1	i	i	i	i	-5	i	i	i	i	i	-5
CCOCC(=O)Nc1ccc([N+](=O)[O-])cc1Cl	i	i	i	i	7	i	i	i	i	i	-6
O=C(NN1C(=O)C2CC=C(Cl)CC2C1=O)c1ccncc1 (stereo not drawn)	i	i	i	i	-10	i	i	i	i	i	0
CC(C)(C)OC(=O)NNC(=S)NCc1ccc(Cl)cc1	i	i	i	i	-4	i	i	i	i	i	1
CC1CCC2(CC1)NC(=O)N(CC(=O)Nc1ccccc1-c1ccccc1)C2=O (stereo not drawn)	i	i	i	i	-1	i	i	i	i	i	-3
Cc1cc(S(=O)(=O)N2CCN(c3ccccc3C)CC2)ccc1F	i	i	i	i	1	i	i	i	i	i	8
COc1ccc(-n2c(SCC(=O)N/N=C/c3ccccc3OCC(=O)O)nc3ccccc3c2=O)cc1	i	i	i	i	-10	i	i	i	i	i	nt
Cc1nn(CC(=O)N(C)Cc2ccc(F)cc2)c(C)c1[N+](=O)[O-]	i	i	i	i	0	i	i	i	i	i	4
COc1ccc([C@@H]2[C@@H]3C(=O)N(C(C)(C)C)C(=O)[C@@H]3[C@]3(Cc4ccccc4)C(=O)N(c4ccc(C)cc4)C(=O)N23)cc1	i	i	i	i	2	i	i	i	i	i	11
S=c1nc(-c2ccccc2Br)[nH][nH]1	i	i	i	i	-7	i	i	i	-6.1*	i	-2
COc1ccc(S(=O)(=O)N2CCOC2CNC(=O)C(=O)NCCCN2CCOCC2)cc1 (stereo not drawn)	i	i	i	i	28	i	i	i	i	i	-2
O=C1NC(=O)C2(CCCCCCCCCCC2)N1	i	i	i	i	2	i	i	i	i	i	4
Cc1cc(C(=O)N2CCCC(N3CCN(Cc4ccc5c(c4)OCO5)CC3)C2)n[nH]1 (stereo not drawn)	i	i	i	i	5	i	i	i	i	i	0
CC1=NNC(=O)C1CC(=O)N/N=C(\C)c1cccs1 (stereo not drawn)	i	i	i	i	-2	i	i	i	i	i	-8
C/C(=N/NS(=O)(=O)c1ccccc1)c1ccc(Cl)cc1	i	i	i	i	-7	i	i	i	i	i	3
Remaining list, next part:
SMILES	TRPC6 act	TMEM16A act	RGS4 block	TMEM16A inh	SKKanGAS inh	MrgX1 agonist	RGS4 pot	TRPC6 inhibitor	MrgX1 antagonist	MrgX1 PAM	HDAC3 inh
COc1cc(OC)cc(C(=O)Nc2nnc(-c3cccnc3)o2)c1	i	i	i	i	-2	i	i	i	i	i	1
O=Cc1ccc(N2CCCCC2)cc1	i	i	i	i	-13	i	i	i	i	i	-1
Cc1c(C=O)c2ccccc2n1CC(=O)NCc1ccccc1	i	i	i	i	2	i	i	i	i	i	-2
CCC(C)NC(=O)C1CCC(=O)N(c2cc(OC)c(OC)c(OC)c2)C1c1ccc(OC)cc1 (stereo not drawn)	i	i	i	i	-6	i	i	i	i	i	-2
CCn1cc(/C=C(\NC(=O)c2ccc(C)cc2)C(=O)NCCN2CCOCC2)c2ccccc21	i	i	i	nt	-4	nt	i	i	nt	nt	nt
CCO[C@@H]1OC(C(=O)N2CCN(Cc3ccc4c(c3)OCO4)CC2)=C[C@H](c2ccc3c(c2)OCO3)[C@H]1CCCO	i	nt	i	i	-1	i	i	i	i	i	4
CC(C)CN(CCCNC(=O)CN1C(=O)COc2ccc(S(=O)(=O)N3CCC(C)CC3)cc21)CC(C)C	i	i	i	i	-6	i	i	i	i	i	11
Cc1cccc(NC(=O)CN2CCc3cc4c(cc3C2)OCCCO4)c1	i	i	i	i	0	i	i	i	i	i	3
OC(CNCc1cccc(Cl)c1)c1ccccc1 (stereo not drawn)	i	i	i	i	-3	i	i	i	i	i	nt
